Source: PubChem (Broad Institute)
DENV2 CPE: protects cells from dengue virus 2 cytopathic effect; DENV2-infected cells, cytopathic effect rescue, plate reader; CPE inhibition, % at 9.99 µM; hit rate 1.7% among 350,000; AID 651640; in the data active = CPE inhibition above about 20%, passing the limit was not always enough; tested in BHK-21 cells;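 also: 0% = median of neutral control wells and 100% = median of positive control wells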
EWS-Fli block: EWS/Fli transcriptional activity inhibition; A673 NR0B1-luciferase reporter, viability-normalised; hit rate 0.67% among 350,000; inhibition, % at 12.6 µM;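 active = mean inhibition of at least 50% after viability correction, with every replicate also passing that limit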;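 also: firefly luciferase signal divided by Alamar Blue viability fluorescence both relative to DMSO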
F508del corr: correctors of CFTR F508del function in bronchial epithelial cells | activity (quench increase), % at 7.58 µM | hit rate 0.36% among 350,000 | CFBE cells, YFP halide quenching; stimulated with forskolin plus potentiator P3; % fluorescence drop versus neutral controls | AID 720511;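 active = mean added fluorescence quench of at least 8% versus neutral control, with both replicates also reaching 8%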;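 also: cells transiently co-express mutant CFTR-F508del with the halide-sensitive YFP; corrector assay measuring rescue of mutant channel to the surface after 24 h compound exposure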
XiGFP reactiv: X-chromosome reactivation activator; XiGFP mouse fibroblasts, % GFP-positive cells imaging, 3 d; cells co-treated with 5-aza-dC sensitizer; scaled so ellipticine positive control = 100%; activation, % at 7.58 µM; hit rate 0.055% among 360,000; AID 743238;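 active = mean normalized replicate activation at least 10% and every replicate at or above 10%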;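 also: 0% = median of on-plate neutral control wells and 100% = ellipticine 6 µM median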
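Assay system: SV40-immortalized XiGFP fibroblast cells, line 68-5-11; buffer or medium: DMEM plus 5-aza-dC sensitizer; compound: one concentration, pinned; timing: compounds 3 days, fix/stain 15 min at room temperature; benchmarks: positive control ellipticine, 6 µM final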
PAX8 inh HTS: lowers PAX8-driven luciferase in RMG-I cells. RMG-I TPO-luciferase reporter, SteadyGlo, 24 h. inhibition, % at 12.6 µM. hit rate 1.2% among 360,000;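 active = mean replicate inhibition at least 60% with every replicate also reaching 60%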;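 also: luciferase light reporting Pax8 driven TPO promoter activity; plate controls were median of neutral control wells for no effect and mitoxantrone controls for full effect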
ERp5 inh: blocks human ERp5 reductase activity on insulin. AID 651711. inhibition, % at 9.99 µM. ERp5 insulin aggregation, absorbance 650 nm, 90 min. hit rate 0.05% among 350,000;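 active = mean replicate inhibition above about 25%, with every replicate also reaching it, limit read from the data, passing the limit was not always enough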
ARNT TACC3 PPI: disruptors of human ARNT/TACC3 interaction; hit rate 0.66% among 390,000; inhibition, % at 9.99 µM; AID 623870; AlphaScreen His-ARNT PAS-B/GST-TACC3 binding, luminescence; TACC3 fragment carries E629A point mutation;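 active = mean inhibition of replicates at least 50% and at least half of replicates each reaching 50%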;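 also: 0% = complete ARNT plus TACC3 wells and 100% = ARNT alone without TACC3; many hits fall short of the cut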
* marks the source's active call; other numbers are inactive results. A portion of the library; count on the stated rates, not on these rows.

SMILES	DENV2 CPE	EWS-Fli block	F508del corr	XiGFP reactiv	PAX8 inh HTS	ERp5 inh	ARNT TACC3 PPI
CC[C@@H]1C(=O)OC[C@@H]1Cc1cncn1C	-3	-3	0.4	0.0	3	2	2
